S100A4 MyoIIA: inhibitors of S100A4-myosin IIA peptide binding, primary screen, biochemical, fluorescence polarization, TAMRA-MyoIIA peptide. Protein S100-A4 (Homo sapiens), P26447. inhibition, % at 10.7 µM. 360,000 compounds, 0.14% hits. AID 652163, 2013;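 active = mean inhibition of at least 70% across replicates, with every replicate also reaching that level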
Target sequence (P26447 whole entry, looked up): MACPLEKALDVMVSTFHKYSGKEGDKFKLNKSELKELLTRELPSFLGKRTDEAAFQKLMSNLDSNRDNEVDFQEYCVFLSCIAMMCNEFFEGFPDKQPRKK
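Test system: S100A4 monomer protein; Medium: HEPES pH 7.2 with CaCl2, KCl, NaCl, DTT, Triton; Probe or stimulus: TAMRA-labelled myosin IIA heavy-chain peptide probe, 5 nM; Doses: one dose per compound; Times: polarization read 5 min after assay mix addition, stable 5–60 min; Benchmarks: neutral control DMSO, positive control TFP.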
EWS-Fli block: EWS/Fli-driven NR0B1 reporter inhibitors, primary screen, A673 cells, NR0B1 luciferase, luminescence, MLPCN library; viability-normalised; 350,000 compounds, 0.67% hits; inhibition, % at 12.6 µM;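 active = mean inhibition of at least 50% after viability correction, with every replicate also passing that limit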;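 note: firefly luciferase signal divided by Alamar Blue viability fluorescence both relative to DMSO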
RAD52 anneal inh: RAD52 DNA annealing inhibitors, primary screen, biochemical, FRET, single point, set 2; 360,000 compounds, 0.46% hits; recombinant RAD52 DNA annealing, FRET fluorescence; inhibition, % at 18.7 µM; DNA repair protein RAD52 homolog (Homo sapiens), P43351;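 active = every replicate showing at least 50% inhibition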
E-selectin induc: E-selectin induction in HUVECs, primary screen, imaging, HUVEC, immunofluorescence imaging, single point. P16581. normalized: neutral wells 0, TNF-alpha wells 100. activation, % at 7.58 µM. 260,000 compounds, 0.37% hits;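 active = mean E-selectin-positive cell signal at least 10% of the positive control, reached in at least 60% of replicates, without over 20% cell loss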;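 note: in these data hits start at about 27%; measured in HUVEC primary endothelial cells; signal is the percent of cells scored E-selectin positive by PE staining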
Target sequence (P16581 whole entry, looked up): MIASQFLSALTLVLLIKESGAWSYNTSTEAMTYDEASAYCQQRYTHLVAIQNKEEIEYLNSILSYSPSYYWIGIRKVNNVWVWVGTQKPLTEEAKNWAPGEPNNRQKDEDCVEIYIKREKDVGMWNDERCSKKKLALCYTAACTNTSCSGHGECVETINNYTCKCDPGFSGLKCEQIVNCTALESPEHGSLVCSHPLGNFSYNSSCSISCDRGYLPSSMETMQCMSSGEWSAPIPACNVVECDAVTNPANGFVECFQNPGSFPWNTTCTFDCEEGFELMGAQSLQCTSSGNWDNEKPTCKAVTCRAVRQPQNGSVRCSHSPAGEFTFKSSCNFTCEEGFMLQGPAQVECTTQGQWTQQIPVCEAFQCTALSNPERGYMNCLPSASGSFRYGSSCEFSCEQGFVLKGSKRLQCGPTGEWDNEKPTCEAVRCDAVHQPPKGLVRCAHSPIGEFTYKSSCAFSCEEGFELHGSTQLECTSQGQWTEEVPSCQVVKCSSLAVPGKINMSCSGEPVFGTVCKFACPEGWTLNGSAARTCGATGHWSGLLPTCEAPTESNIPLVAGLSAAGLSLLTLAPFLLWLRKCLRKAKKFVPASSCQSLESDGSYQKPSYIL
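System: HUVEC / Compound: single concentration / Signal: immunofluorescence imaging / Read-out: percent E-selectin-positive cells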
esBAF inh: Bmi1 luciferase reporter increase in mESCs, primary screen, esBAF inhibitor project, mouse ES cells, Bmi1 luciferase knock-in, single point; reporter increase, % at 12.5 µM; 350,000 compounds, 2% hits; 24 h; 100% = twice the neutral-well signal; in the data active = activation above about 40%;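 note: 0% = median of the plate's neutral control wells and 100% = double that signal; a rise in the Bmi1 reporter signal indicates esBAF inhibition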
XiGFP reactiv: activators of inactive X chromosome reactivation, primary screen, imaging, XiGFP fibroblasts, GFP high-content imaging, set 2; XiGFP mouse fibroblasts, % GFP-positive cells imaging, 3 d; cells co-treated with 5-aza-dC sensitizer; scaled so ellipticine positive control = 100%; activation, % at 7.58 µM; 360,000 compounds, 0.055% hits;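 active = mean normalized replicate activation at least 10% and every replicate at or above 10%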;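 note: 0% = median of on-plate neutral control wells and 100% = ellipticine 6 µM median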
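Material: XiGFP fibroblasts, SV40-immortalized. Buffer or medium: DMEM plus 5-aza-dC sensitizer. Compound: single concentration per compound, delivered by pin transfer. Times: 3 days compound exposure. Controls: ellipticine 6 µM.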
FN deposition inh: inhibitors of fibronectin matrix deposition, primary screen, AH1F cells, Alexa488-fibronectin fluorescence, plate reader. AH1F fibroblasts, overnight. inhibition, % at 12.6 µM. 350,000 compounds, 0.086% hits;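 active = mean inhibition across replicates of 30% or more, regardless of how many single replicates reach that level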;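 note: positive control wells lacked labelled fibronectin entirely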
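Material – AH1F fibroblast monolayer, labelled fibronectin deposition · Reagent – labelled fibronectin 24 nM · Timing – 1 h adhesion, overnight exposure · Measured by – fluorescence at 485 nm excitation, 525 nm emission · Read-out – inhibition of fibronectin deposition signal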
RAD54 inh: inhibitors of human RAD54 branch migration, primary screen, biochemical, fluorescence, single point | RAD54 Holliday junction branch migration, FAM/BHQ fluorescence | 360,000 compounds, 0.14% hits | DNA repair and recombination protein RAD54-like (Homo sapiens), Q92698 | AID 602329, 2012 | inhibition, % at 10.4 µM;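 active = mean normalized replicate activity at least 40 and at least half of replicates scoring 40 or more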;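 note: 0% = median of neutral control wells and 100% = median of positive control wells; inhibitors cause a drop in the FAM fluorescence signal; in these data hits start at about 50%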
An asterisk follows results filed as active.

What do the screens show for `O=C(O)COC(=O)C1C(c2ccccc2)C(C(=O)O)C1c1ccccc1` (stereo unspecified)?
S100A4 MyoIIA: -5.7; EWS-Fli block: 2.9; RAD52 anneal inh: -11.2; esBAF inh: -8.1; XiGFP reactiv: 0.0; FN deposition inh: -1.3; RAD54 inh: 6.0

How did C[C@@H]1CCCCO[C@@H](CN(C)Cc2ccc(Cl)c(Cl)c2)[C@H](C)CN([C@H](C)CO)C(=O)c2cc(NC(=O)Nc3ccc(F)cc3)ccc2O1 do in these assays?
S100A4 MyoIIA: 18.1; EWS-Fli block: 14.0; RAD52 anneal inh: -16.0; E-selectin induc: -0.1; esBAF inh: 1.6; XiGFP reactiv: -0.5; RAD54 inh: -3.5

Results for C[C@H](CO)N1C[C@H](C)[C@@H](CN(C)C)Oc2ccc(NC(=O)CCCCCC(=O)Nc3ccccc3N)cc2CC1=O ?
S100A4 MyoIIA: -4.3; RAD52 anneal inh: 14.1; E-selectin induc: -1.8; esBAF inh: -2.3; XiGFP reactiv: -0.1; RAD54 inh: -35.9

Results for CCOC(=O)C1=CCN(S(=O)(=O)c2ccc(Br)cc2)C1c1cccc(Cl)c1 (stereo unspecified) ?
S100A4 MyoIIA: -6.1; EWS-Fli block: -3.5; RAD52 anneal inh: -12.0; E-selectin induc: -0.2; XiGFP reactiv: 0.1; FN deposition inh: -3.2

What do the screens show for `C/C=C/c1ccc([C@@H]2[C@@H](CO)N(c3nc(-c4ccccc4)cs3)[C@H]2C#N)cc1`?
S100A4 MyoIIA: 16.1; EWS-Fli block: 1.6; RAD52 anneal inh: -8.4; E-selectin induc: -0.4; XiGFP reactiv: 0.3; FN deposition inh: -1.1

Results for Cc1ccc(-n2c(SCC(N)=O)nc3c(oc4ccccc43)c2=O)cc1 ?
S100A4 MyoIIA: 0.8; EWS-Fli block: -7.8; RAD52 anneal inh: 3.4; E-selectin induc: -1.8; esBAF inh: -1.2; XiGFP reactiv: 0.0; FN deposition inh: -8.6; RAD54 inh: -2.6

How did CC(=O)Nc1ccc(NS(=O)(=O)c2cc(-c3cnc(C4CC4)o3)ccc2C)cc1 do in these assays?
S100A4 MyoIIA: -0.2; EWS-Fli block: -0.9; RAD52 anneal inh: -0.1; E-selectin induc: 0.5; esBAF inh: -2.7; XiGFP reactiv: 0.0; FN deposition inh: 15.1; RAD54 inh: -17.1

How did NCCCC[C@H]1CN=C(N)N1CCc1cccc2ccccc12 do in these assays?
S100A4 MyoIIA: -1.3; EWS-Fli block: -10.4; RAD52 anneal inh: 28.3; esBAF inh: -1.1; XiGFP reactiv: 0.0; FN deposition inh: 6.0; RAD54 inh: 31.7

How did COc1cc(N(CCCn2cnc3c(SC)ncnc32)CCCn2cnc3c(SC)ncnc32)cc(OC)c1OC do in these assays?
S100A4 MyoIIA: 0.9; EWS-Fli block: -1.2; RAD52 anneal inh: -1.1; E-selectin induc: -1.8; esBAF inh: -7.5; XiGFP reactiv: 0.0; FN deposition inh: 4.3; RAD54 inh: 1.9

How did NC(=O)[C@@H]1[C@@H]2C(=O)N(c3ccc(F)cc3)C(=O)[C@@H]2[C@H]2C=Cc3ccccc3N21 do in these assays?
S100A4 MyoIIA: 1.8; EWS-Fli block: 11.0; RAD52 anneal inh: -70.3; E-selectin induc: 4.5; esBAF inh: 5.9; XiGFP reactiv: 0.2; FN deposition inh: -14.4; RAD54 inh: -2.5

What do the screens show for `O=C(c1cccc(Cl)c1)C1CCCN(Cc2ccc(N3CCNC3=O)cc2)C1` (stereo unspecified)?
S100A4 MyoIIA: 0.9; EWS-Fli block: -1.2; RAD52 anneal inh: -29.7; esBAF inh: 15.7; XiGFP reactiv: 0.2; FN deposition inh: 10.7; RAD54 inh: -1.8

What do the screens show for `C[C@H](CO)N1C[C@H](C)[C@@H](CN(C)Cc2ccc(Oc3ccccc3)cc2)Oc2ccc(NC(=O)c3ccncc3)cc2CC1=O`?
S100A4 MyoIIA: -23.9; EWS-Fli block: 8.5; RAD52 anneal inh: -27.1; E-selectin induc: -7.6; esBAF inh: -2.9; XiGFP reactiv: 0.0; RAD54 inh: -5.2

What do the screens show for `C[C@H](CO)N1C[C@H](C)[C@H](CN(C)Cc2ccncc2)Oc2ncc(-c3cccc(C(F)(F)F)c3)cc2C1=O`?
S100A4 MyoIIA: -7.6; EWS-Fli block: 3.4; RAD52 anneal inh: -8.9; E-selectin induc: -0.2; esBAF inh: -0.1; XiGFP reactiv: 0.2; FN deposition inh: -14.0; RAD54 inh: 3.7

How did Cc1c(Cl)cccc1NC(=O)C1C2C=CC(C2)C1C(=O)O (stereo unspecified) do in these assays?
S100A4 MyoIIA: -0.2; EWS-Fli block: -4.4; RAD52 anneal inh: 7.5; esBAF inh: 4.4; XiGFP reactiv: 0.1; FN deposition inh: 0.4; RAD54 inh: -1.6

What do the screens show for `Cc1ccc(S(=O)(=O)NC2=NCN(CCOC(=O)c3ccccc3)CN2)cc1`?
S100A4 MyoIIA: 0.6; EWS-Fli block: -15.7; RAD52 anneal inh: -2.3; esBAF inh: -5.5; RAD54 inh: 0.8

How did O=C1CC(C(=O)N2CCCc3ccccc32)CN1c1ccc(F)cc1 (stereo unspecified) do in these assays?
S100A4 MyoIIA: 2.3; EWS-Fli block: -18.3; RAD52 anneal inh: -16.2; esBAF inh: 0.7; XiGFP reactiv: 0.0; FN deposition inh: 1.5; RAD54 inh: -8.2

Results for O=C(NCCCSc1ccccc1)c1cnc(Cl)c(Cl)c1 ?
S100A4 MyoIIA: -3.8; EWS-Fli block: -3.9; RAD52 anneal inh: -18.5; E-selectin induc: -0.2; esBAF inh: -12.1; XiGFP reactiv: 0.3; FN deposition inh: 3.6; RAD54 inh: -6.5

What do the screens show for `O=C1c2ccccc2C(=O)c2c1cccc2N1CCN(CCO)CC1`?
S100A4 MyoIIA: 9.4; EWS-Fli block: -43.9; RAD52 anneal inh: 19.5; esBAF inh: -15.6; RAD54 inh: 84.2*

How did CC1=C(C(=O)N2CCCC(CCC(=O)NCc3ccc(F)c(F)c3)C2)OCCO1 (stereo unspecified) do in these assays?
S100A4 MyoIIA: 0.5; EWS-Fli block: -14.3; RAD52 anneal inh: -9.1; E-selectin induc: 7.3; esBAF inh: 10.9; XiGFP reactiv: 0.0; FN deposition inh: -5.1; RAD54 inh: -7.8

Results for CCOc1ccc(S(=O)(=O)NCCC(=O)NCc2cccnc2)cc1 ?
S100A4 MyoIIA: 0.1; EWS-Fli block: -1.7; RAD52 anneal inh: -9.3; esBAF inh: 4.5; XiGFP reactiv: 0.2; FN deposition inh: 8.0; RAD54 inh: -8.7

How did CCCS(=O)(=O)NC(=O)C1(C)CCN(C(=O)c2cc(C)oc2C)C1 (stereo unspecified) do in these assays?
S100A4 MyoIIA: 12.1; EWS-Fli block: 2.5; RAD52 anneal inh: -17.1; E-selectin induc: -0.3; esBAF inh: -9.5; XiGFP reactiv: 0.3; FN deposition inh: -0.5; RAD54 inh: -7.6

What do the screens show for `COc1ccc(C(C)=O)cc1COc1cccc2c1OC(C)(C)C2`?
S100A4 MyoIIA: 0.9; RAD52 anneal inh: -2.5; E-selectin induc: -0.1; esBAF inh: -1.6; XiGFP reactiv: 0.0; FN deposition inh: 4.2; RAD54 inh: -10.8

How did C[C@@H]1CN([C@H](C)CO)C(=O)c2cc(-c3ccc(C#N)cc3)cnc2O[C@H]1CN(C)C(=O)Nc1ccc(C(F)(F)F)cc1 do in these assays?
S100A4 MyoIIA: 5.7; EWS-Fli block: -0.8; RAD52 anneal inh: -0.9; E-selectin induc: -0.1; esBAF inh: -23.9; XiGFP reactiv: 0.3; FN deposition inh: -0.7; RAD54 inh: 4.0

What do the screens show for `Cc1ccc(CC(=O)O/N=C(\N)c2ccncc2)cc1`?
S100A4 MyoIIA: -11.6; EWS-Fli block: -13.2; RAD52 anneal inh: -8.9; esBAF inh: -0.8; XiGFP reactiv: 0.0; FN deposition inh: 7.8; RAD54 inh: 8.8

What do the screens show for `C/C=C/c1ccc([C@H]2[C@@H](CO)N3C(=O)CN(Cc4ccccc4)C[C@@H]23)cc1`?
S100A4 MyoIIA: -9.9; EWS-Fli block: 5.4; RAD52 anneal inh: -8.4; E-selectin induc: -0.2; XiGFP reactiv: 0.3

What do the screens show for `COc1ccc(F)cc1S(=O)(=O)Nc1cc2c3c(c1)CCN3C(=O)CC2`?
S100A4 MyoIIA: -3.8; EWS-Fli block: 3.6; RAD52 anneal inh: -21.4; E-selectin induc: -0.7; XiGFP reactiv: 0.4; FN deposition inh: -5.6

How did COCC(O)Cn1ccnc1[N+](=O)[O-] (stereo unspecified) do in these assays?
S100A4 MyoIIA: -0.7; EWS-Fli block: -3.3; RAD52 anneal inh: -11.6; E-selectin induc: 3.4; XiGFP reactiv: 0.0; FN deposition inh: 0.5; RAD54 inh: -4.9

Results for CC(C)NC(=O)N(C)C[C@@H]1Oc2ccc(NC(=O)CCCCCC(=O)Nc3ccccc3N)cc2CC(=O)N([C@H](C)CO)C[C@H]1C ?
S100A4 MyoIIA: -0.1; EWS-Fli block: 4.1; RAD52 anneal inh: -13.0; E-selectin induc: 0.2; esBAF inh: -1.5; XiGFP reactiv: 0.0; RAD54 inh: 4.1

Results for COCCSc1ccccc1C(=O)N1CCc2ccccc21 ?
S100A4 MyoIIA: 0.1; EWS-Fli block: 6.0; RAD52 anneal inh: -5.0; E-selectin induc: 0.0; esBAF inh: -6.4; XiGFP reactiv: 0.1; FN deposition inh: -0.3; RAD54 inh: -1.9

Results for COCC(=O)Nc1ccc2c(c1)C(=O)N(C)C[C@H](OC)[C@@H](C)CN(C(=O)c1cnccn1)[C@@H](C)CO2 ?
S100A4 MyoIIA: 1.6; EWS-Fli block: -2.1; RAD52 anneal inh: 5.7; E-selectin induc: -0.2; esBAF inh: -5.0; XiGFP reactiv: 0.0; FN deposition inh: -3.1; RAD54 inh: -1.7

What do the screens show for `CCOc1ccc2[nH]c3c(=O)n(CCC4=CCCCC4)cnc3c2c1`?
S100A4 MyoIIA: -2.0; EWS-Fli block: 9.8; RAD52 anneal inh: 3.8; E-selectin induc: 0.6; XiGFP reactiv: -0.2; FN deposition inh: -10.0

What do the screens show for `O=C(Nc1ccc(C(F)(F)F)cc1)c1cc(S(=O)(=O)NCC2COc3ccccc3O2)ccc1F` (stereo unspecified)?
S100A4 MyoIIA: 5.0; EWS-Fli block: 3.7; RAD52 anneal inh: -8.3; XiGFP reactiv: 0.1; FN deposition inh: 0.8; RAD54 inh: -0.2

Random excerpt: 2 compounds from above
Results for O=C(NCCCSc1ccccc1)c1cnc(Cl)c(Cl)c1 ?
S100A4 MyoIIA: -3.8; EWS-Fli block: -3.9; RAD52 anneal inh: -18.5; E-selectin induc: -0.2; esBAF inh: -12.1; XiGFP reactiv: 0.3; FN deposition inh: 3.6; RAD54 inh: -6.5

What do the screens show for `COc1ccc(C(C)=O)cc1COc1cccc2c1OC(C)(C)C2`?
S100A4 MyoIIA: 0.9; RAD52 anneal inh: -2.5; E-selectin induc: -0.1; esBAF inh: -1.6; XiGFP reactiv: 0.0; FN deposition inh: 4.2; RAD54 inh: -10.8

Compound activity (PubChem)
